PI4K2A inh – PI4K2A (human) kinase inhibition | Q9BTU6 | purified PI4K2A, ADP-Glo luminescence, 1 h; stronger effect = lower value | activity change, negative = inhibition, % at 76.9 µM | actives 0.13% (n = 420,000); in the data active = activity change below about -50%; inconclusive = mostly about -30% to -49%;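 note: -100% = wells without enzyme as full effect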
Target sequence (Q9BTU6 whole entry, looked up): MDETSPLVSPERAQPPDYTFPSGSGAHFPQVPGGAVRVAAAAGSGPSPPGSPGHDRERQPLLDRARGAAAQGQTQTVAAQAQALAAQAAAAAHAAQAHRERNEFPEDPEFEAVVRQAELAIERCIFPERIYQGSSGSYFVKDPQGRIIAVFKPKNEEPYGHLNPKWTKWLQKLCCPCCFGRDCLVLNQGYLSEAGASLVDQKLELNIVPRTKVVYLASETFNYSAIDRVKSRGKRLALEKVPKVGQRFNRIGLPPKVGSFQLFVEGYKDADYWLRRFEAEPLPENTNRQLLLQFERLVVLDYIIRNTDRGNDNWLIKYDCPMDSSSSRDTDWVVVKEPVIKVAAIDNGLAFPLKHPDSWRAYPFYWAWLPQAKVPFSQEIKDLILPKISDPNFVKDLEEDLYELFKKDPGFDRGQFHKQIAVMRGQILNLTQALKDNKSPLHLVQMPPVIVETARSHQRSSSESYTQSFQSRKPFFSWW
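In this quantitative HTS, ADP production by PI4K2A was quantified luminescently after 1 h at ambient temperature; 100 microM adenosine served as plate-quality control.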
HP1b chromo inh – blocks HP1-beta chromodomain binding to methylated histone tails; P83916; AlphaScreen HP1-beta / biotin-H3K9me3 peptide binding; Potency, µM (series often up to 114 µM), for the others: top-dose activity change, negative = inhibition, hits mostly inhibitors; actives 0.56% (n = 390,000); AID 540317; note: potency is the fitted concentration of half-maximal effect; nearly all actives have a fitted effect of over 70% in size; inactives centre near 23
Target sequence (P83916 whole entry, looked up): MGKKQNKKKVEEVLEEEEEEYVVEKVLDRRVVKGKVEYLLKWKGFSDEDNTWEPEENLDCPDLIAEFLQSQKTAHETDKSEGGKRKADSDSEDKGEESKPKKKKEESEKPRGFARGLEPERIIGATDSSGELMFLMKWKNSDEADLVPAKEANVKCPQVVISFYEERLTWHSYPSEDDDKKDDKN
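HP1-beta protein (50 nM final) preincubated 30 min at room temperature with biotinylated H3(1-18)K9me3 peptide (50 nM) in PBS pH 7.4, 0.01% Tween-20, then compound added for 30 min. AlphaScreen streptavidin donor/nickel chelate acceptor beads (10 ug/mL final), 30 min dark, luminescence read.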
Pin1 inh – blocks the human prolyl isomerase Pin1; actives 0.009% (n = 390,000); AID 504891; Potency, µM (top dose mostly 115 µM), for inactives: at the top dose activity, negative = inhibition, hits mostly inhibitors; Pin1 FP peptide displacement, HiFluor488, 10 min; Q13526; active = well fitted inhibition curve with a large enough effect in the polarisation, with a control signal flat, not every such curve was filed as active; inconclusive = small, poorly fitted or top-dose-only effect, or effect the other way, or a change in a side signal; inactive = no such curve, though single readings can be large or run the other way; the % refers to the polarisation; note: potency is the fitted concentration of half-maximal effect; % is set by controls: 0 for no effect and ±100 for the full control effect
Target sequence (Q13526 whole entry, looked up): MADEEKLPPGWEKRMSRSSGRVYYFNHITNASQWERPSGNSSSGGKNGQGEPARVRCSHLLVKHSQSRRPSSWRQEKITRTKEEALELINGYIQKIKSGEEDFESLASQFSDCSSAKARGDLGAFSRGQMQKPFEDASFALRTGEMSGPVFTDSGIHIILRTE
USP1 inh – inhibitors of human USP1/UAF1 deubiquitinase; O94782; recombinant USP1/UAF1, Ub-Rhodamine cleavage fluorescence; Potency, µM (titrated, usually from 57.1 µM), inactives show at the top dose activity change, negative = inhibition, most hits filed as inhibitors; actives 0.23% (n = 390,000); AID 743255; note: potency is the fitted concentration of half-maximal effect; % is set by controls: 0 for no effect and ±100 for the full control effect; nearly all actives have a fitted effect of over 60% in size; inactives centre near -12
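In this screen, compounds sit with the deubiquitinase complex (1nM) for 15 min at room temperature before Ub-Rho is added at 150nM final. Fluorescence rise is then followed for 6 reads every 60 seconds.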
TrxR1 substrate – rat thioredoxin reductase 1 substrate activity; Potency, µM (series often up to 114 µM), inactives show top-dose activity change, negative = substrate turnover; actives 0.01% (n = 390,000); AID 588456; purified TrxR1 substrate turnover, NADPH consumption readout; O89049; note: potency is the fitted concentration of half-maximal effect; % is set by controls: 0 for no effect and ±100 for the full control effect; nearly all actives have a fitted effect of over 50% in size
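Rat TrxR1, dispensed at 90 nM, was prereduced with 400 uM NADPH (final) for 5 min at ~22 deg C, then incubated with compound 15 min before 400 uM selenite. A first-read NADPH fluorescence drop versus no-compound background flagged substrates.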
rTrxR1 inhibitor – inhibitors of rat thioredoxin reductase 1; O89049; recombinant rTrxR1, NADPH fluorescence consumption, selenite substrate; Potency, µM (doses to about 114 µM), for the others: at the top dose activity change, negative = inhibition, hits mostly inhibitors; actives 1% (n = 390,000); AID 588453; note: potency is the fitted concentration of half-maximal effect; % is set by controls: 0 for no effect and ±100 for the full control effect; nearly all actives have a fitted effect of over 65% in size
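Rat TrxR1 (90 nM in the dispensed reagent) was pre-reduced with 400 uM NADPH for 5 min at room temperature, then incubated with compound for 15 min. After 400 uM selenite was added, NADPH fluorescence (Ex 340/Em 450 nm) was followed for 8 min.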
mIDH1 inhibitor – human IDH1 R132H inhibition | O75874 | IDH1-R132H enzyme, NADPH consumption, diaphorase/resazurin fluorescence | Potency, µM (top dose mostly 76.6 µM), for inactives: at the top dose activity change, negative = inhibition, hits mostly inhibitors | actives 0.093% (n = 390,000) | AID 602179; note: potency is the fitted concentration of half-maximal effect; % is set by controls: 0 for no effect and ±100 for the full control effect; nearly all actives have a fitted effect of over 65% in size
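IDH1-R132H (0.5 ug/mL dispensed) in pH 7.5 Tris buffer was preincubated 30 min with compound, then given a substrate mix of 0.016 mM NADPH and 2 mM alpha-KG for 80 min at room temperature; remaining NADPH was read by diaphorase/resazurin fluorescence.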
PGK inhibitor – blocks T. brucei phosphoglycerate kinase; P07378; PGK/GAPDH coupled, Kinase-Glo luminescence, 60 min; Potency, µM (top dose mostly 57.5 µM), inactives show at the highest dose activity change, negative = inhibition, usual class: inhibitors; actives 0.043% (n = 380,000); AID 602233; note: potency is the fitted concentration of half-maximal effect; % is set by controls: 0 for no effect and ±100 for the full control effect; nearly all actives have a fitted effect of over 60% in size
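Recombinant glycosomal PGK reaction used 1,3-bisphosphoglycerate generated in-well by GAPDH (100nM final) in 100mM TEA pH 7.6, 5mM MgCl2, 0.01% Tween-20. After 60 minutes at room temperature, ATP was read by Kinase-Glo Plus luminescence end-point.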
GLS inh – inhibitors of human glutaminase (GLS); O94925; GLS enzymatic activity, qHTS titration; Potency, µM (highest dose often 45.5 µM), for inactives: top-dose activity change, negative = inhibition, hits mostly inhibitors; actives 0.21% (n = 410,000); AID 624170; note: potency is the fitted concentration of half-maximal effect; % is set by controls: 0 for no effect and ±100 for the full control effect
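Assay buffer: 45 mM KH2PO4 pH 8.2, 0.02% Tween-20. hKGA acts on L-glutamine (1 mM solution added); product glutamate is reported by an oxidase/peroxidase Amplex Red coupling, with fluorescence taken at baseline and 30 min.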
Starred values were filed as active, the others as inactive; i = inactive; ? = inconclusive; nt = no result given; & = joins results of further samples; [ ] = remark or other dose. Unless noted, calls come from the whole dose curve; as a rule, active = well fitted curve in the direction sought with a large enough effect; inconclusive = small, poorly fitted or top-dose-only effect, or another doubt; inactive = no such curve, though single readings can be large; an effect the other way counts as inactive or inconclusive. The list is partial (hit frequency here may not be typical).

SMILES | PI4K2A inh | HP1b chromo inh | Pin1 inh | USP1 inh | TrxR1 substrate | rTrxR1 inhibitor | mIDH1 inhibitor | PGK inhibitor | GLS inh
COc1cc(OC)c(NC(=O)CCCn2nc(C)c3c(C)n(-c4ccccc4)nc3c2=O)cc1Cl | -4 | 18% | 4% | ? | 6% | 12% | 0% | 11% | -3%
CCC(=O)NNC(=O)c1cc(COc2cc(Cl)cc(Cl)c2)on1 | 0 | 41%[activator] | -6% | -8% | 5% | 43%[activator] | 6% | -5% | 4%
Cc1cc(NC(=O)C(C)SCC(=O)N(Cc2ccccc2)c2ccccc2)no1 (configuration not stated) | -5 | 6% | -3% | 0% | -5%[57.1 µM] | -5%[57.1 µM] | -9% | 4% | 0%
Cc1ccc2nc(-c3ccncc3)[nH]c2c1 | -11 | 41%[activator] | -2% | -14% | 47%[activator] | 10% | 9% | -10% | -10%
O=C(NCc1cc(C(F)(F)F)cc(C(F)(F)F)c1)C1CC(c2ccccc2F)=NO1 (configuration not stated) | 1 | 41%[activator] | -1% | -27% | 4%[57.1 µM] | 12%[57.1 µM] | 9% | -5% | 0%
COc1ccccc1-c1ccc(SCc2cccc(C)c2)nn1 | -2 | 18% | 3% | -12% | 6%[57.1 µM] | 8%[57.1 µM] | 15% | -9% | 4%
CCCN1C(=O)C(O)(CC(=O)c2ccc(C(C)C)cc2)c2ccccc21 (configuration not stated) | -3 | 46%[activator] | 0% | -15% | -7% | -16% | nt | nt | 4%
COc1ccc(Oc2ncccc2[N+](=O)[O-])cc1 | -3 | -10% | -12% | -14% | -6% | 4% | 1% | 0% | 13%
COc1cccc(CN2CCN(S(=O)(=O)c3ccc(Cl)s3)CC2)c1 | -4 | 56%[activator] | 0% | -18% | 9%[57.1 µM] | 17%[57.1 µM] | 5% | -9% | 3%
CCOC(=O)c1nc2nc(C)c(Cl)c(=O)n2[nH]1 | 7 | 7% | -10% | 2% | -4% | 5% | 17% | -8% | 2%
NC(=O)N/N=C/c1ccccc1OC(=O)c1cc2ccccc2oc1=O | 0 | 26% | 0% | -13% | -4% | 17% | 14% | -14% | 1%
Cc1ccc(NC(=O)c2ccc3snnc3c2)cc1C | -1&6 | 36%&29% | 6%&2% | -23%&-23% | 3%&-4% | 16%&3% | 2%&28% | 9%&2% | -2%&3%
CC(C)c1nnc(NC(=O)CN2C(=O)c3ccccc3C2=O)s1 | 1 | 42%[activator] | 7% | -7% | 12% | 18% | -3% | 8% | 9%
O=C(NCC(=O)N1CCN(S(=O)(=O)c2ccccc2C(F)(F)F)CC1)c1sc2ccccc2c1Cl | 1 | 22% | -1% | -14% | -5% | -9% | 3% | -2% | 7%
COC(=O)C1C(O)=C(C=Nc2ccc3ccccc3c2)C(=O)CC1(C)C (configuration not stated) | -8 | 42%[activator] | -5% | -24% | 14% | 39% | 8% | -2% | -6%
Cc1ccc(-c2nn(Cc3ccccc3)cc2C(=O)N2CCN(c3ccccn3)CC2)cc1 | -5 | 18% | 1% | -20% | -1% | 12% | 0% | i | -5%
COC(=O)Cc1cn(-c2ncc(C(F)(F)F)cc2Cl)c2ccccc12 | 3 | 112%[activator] | -5% | -11% | 6%[57.1 µM] | 14%[57.1 µM] | 1% | -7% | 0%
Cc1ccc(Nc2nc(CSc3n[nH]c(N)n3)cs2)cc1 | 9 | -5% | 9% | -16% | -11% | -31% | 0% | -9% | 6%
Oc1ccccc1C(Nc1nccs1)c1ccc2cccnc2c1O (configuration not stated) | 2 | 0% | -7% | -1% | -2% | ? | -1% | 5% | 16µM*
COc1ccccc1CNC(=O)COC(=O)c1ccc(C)s1 | 0 | 42%[activator] | -6% | -18% | 2% | 25% | 4% | -10% | -7%
O=C(c1ccccc1)N(Cc1ccc(F)cc1)C1CCS(=O)(=O)C1 (configuration not stated) | 9 | 22% | 9% | 2% | 3%[57.1 µM] | -2%[57.1 µM] | -3% | -5% | 8%
CC(C(=O)Nc1sccc1C(N)=O)N1C(=O)C2CC=CCC2C1=O (configuration not stated) | 40 | 30% | -2% | -16% | 7%[57.1 µM] | 11%[57.1 µM] | 4% | i | 14%
Cc1cc(C)c2nc(N3CCN(C)CC3)c(C#N)cc2c1 | 2 | 48%[activator] | 3% | -10% | 9%[57.1 µM] | 14%[57.1 µM] | 4% | -9% | -1%
CCc1ccc(N2CC(C(=O)NCc3ccc4c(c3)OCO4)CC2=O)cc1 (configuration not stated) | -2 | -1% | 3% | 6% | -1%[57.1 µM] | -17%[57.1 µM] | -4% | 9% | 0%
Cc1c(NC(=O)CSc2n[nH]c(=O)n2-c2ccccc2)c(=O)n(-c2ccccc2)n1C | 1 | ? | 1% | -16% | 1%[57.1 µM] | 17%[57.1 µM] | 3% | 1% | 63%[activator]
Cc1ccc(C)c(NC(=O)N2CCN(C)c3ncccc32)c1 | -4 | 17% | -5% | -28% | 18% | 14% | 3% | i | 27%
CCCCN1CC(O)=C(c2nc(-c3ccc(Br)cc3)cs2)C1=N | -1 | 10% | 2% | -24% | 5% | 28% | 7% | 10% | 6%
CCc1nnc(NC(=O)CC(CN(C)S(=O)(=O)c2ccccc2)c2ccccc2)s1 (configuration not stated) | -1 | 12% | -2% | -26% | -2% | -2% | 6% | i | 0%
O=C(Nc1ccc(N2CCCC2)cc1)c1ccc([N+](=O)[O-])cc1Cl | 0 | 13% | 4% | -11% | 2% | 35% | 10% | i | 12%
Cc1c(C)c2ccc(OCC(=O)Nc3ccccc3C(N)=O)cc2oc1=O | -3 | 29% | -4% | -12% | 4% | -1% | -11% | 8% | -8%
Cc1c(C)n(C(=O)CN2CCN(c3ccccc3)CC2)c2ccccc12 | 0 | -19% | -5% | -12% | -11% | -14% | 8% | -16% | 14%
COc1cccc(C(=O)N(CN2CCCC2=O)c2cccc(Cl)c2)c1 | 1 | 38% | 4% | -22% | 1% | 9% | 9% | i | -6%
COc1cc2c(cc1OC)CN(C(=O)c1sc(-c3cnccn3)nc1C)CC2 | -4 | 62%[activator] | 1% | -15% | -15% | -13% | -9% | i | -2%
C/C(=N\NC(=O)CCc1c[nH]c2ccccc12)c1ccc([N+](=O)[O-])cc1 | -4 | -3% | 3% | -4% | -9% | -10% | -2% | -6% | 12%
O=C(CN(C(=O)CNS(=O)(=O)c1ccccc1)C1CCCC1)NCc1ccco1 | -2 | 47%[activator] | -8% | -17% | 6%[57.1 µM] | -55% | 1% | -3% | -4%
CN(C)CCNC(=O)C(=O)NCC1CCCN1S(=O)(=O)c1cccs1 (configuration not stated) | -4 | 35% | -1% | -7% | 12%[11.4 µM] | -16%[11.4 µM] | 1% | -6% | -1%
Nc1ccccc1C(=O)NC(=O)Nc1ccc(Oc2ncc(Br)cn2)c(Cl)c1 | 1 | 38%[activator] | 0% | -9% | 67%[57.1 µM] | 4%[11.4 µM] | 1% | i | 3%
COc1ccc([C@@H]2[C@@H]3C(=O)N(C(C)(C)C)C(=O)[C@@H]3[C@]3(Cc4ccccc4)C(=O)N(c4ccc(OC)cc4)C(=O)N23)cc1 | 2 | 33% | -4% | -24% | 6%[57.1 µM] | 27%[57.1 µM] | -10% | -9% | 2%
C=CCNCCCCOc1ccc(OCc2ccccc2)cc1 | 3 | -22% | 8% | -2% | 3% | 6% | 7% | nt | 3%

Among those listed so far, 5 have an NH in an aromatic ring:
SMILES | PI4K2A inh | HP1b chromo inh | Pin1 inh | USP1 inh | TrxR1 substrate | rTrxR1 inhibitor | mIDH1 inhibitor | PGK inhibitor | GLS inh
Cc1ccc2nc(-c3ccncc3)[nH]c2c1 | -11 | 41%[activator] | -2% | -14% | 47%[activator] | 10% | 9% | -10% | -10%
CCOC(=O)c1nc2nc(C)c(Cl)c(=O)n2[nH]1 | 7 | 7% | -10% | 2% | -4% | 5% | 17% | -8% | 2%
Cc1ccc(Nc2nc(CSc3n[nH]c(N)n3)cs2)cc1 | 9 | -5% | 9% | -16% | -11% | -31% | 0% | -9% | 6%
Cc1c(NC(=O)CSc2n[nH]c(=O)n2-c2ccccc2)c(=O)n(-c2ccccc2)n1C | 1 | ? | 1% | -16% | 1%[57.1 µM] | 17%[57.1 µM] | 3% | 1% | 63%[activator]
C/C(=N\NC(=O)CCc1c[nH]c2ccccc12)c1ccc([N+](=O)[O-])cc1 | -4 | -3% | 3% | -4% | -9% | -10% | -2% | -6% | 12%

Quoted at random: three records from the list
SMILES | PI4K2A inh | HP1b chromo inh | Pin1 inh | USP1 inh | TrxR1 substrate | rTrxR1 inhibitor | mIDH1 inhibitor | PGK inhibitor | GLS inh
Cc1ccc(C)c(NC(=O)N2CCN(C)c3ncccc32)c1 | -4 | 17% | -5% | -28% | 18% | 14% | 3% | i | 27%
COc1ccc([C@@H]2[C@@H]3C(=O)N(C(C)(C)C)C(=O)[C@@H]3[C@]3(Cc4ccccc4)C(=O)N(c4ccc(OC)cc4)C(=O)N23)cc1 | 2 | 33% | -4% | -24% | 6%[57.1 µM] | 27%[57.1 µM] | -10% | -9% | 2%
Cc1c(C)n(C(=O)CN2CCN(c3ccccc3)CC2)c2ccccc12 | 0 | -19% | -5% | -12% | -11% | -14% | 8% | -16% | 14%
